HTRA1 inh: HTRA1 serine protease inhibitors, primary screen, biochemical, fluorescence polarization, HTS. Q92743. recombinant HTRA1, FP-rhodamine activity-based probe. inhibition, % at 5.96 µM. actives 0.5% (n = 340,000); in the data active = inhibition above about 36%;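 also: 0% = enzyme with DMSO and 100% = wells lacking enzyme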
PG9 binder: binders of HIV-1 gp120 antibody PG9, primary screen, biochemical, TR-FRET; TR-FRET gp120-PG9 antibody binding; inhibition, % at 6.7 µM; actives 0.43% (n = 360,000); AID 624416, 2012; in the data active = inhibition above about 8.5%
PRMT1 inh: PRMT1 methyltransferase inhibitors, primary screen, biochemical, fluorescence polarization; AID 652257, 2013; inhibition, % at 2.79 µM; actives 1.3% (n = 370,000); recombinant PRMT1, activity-based probe fluorescence polarization;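 active = inhibition above about 21% made by adding two undisclosed values, limit read from the data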
rCAG RNA binder: binders of r(CAG) RNA repeats, primary screen, biochemical, fluorescence; r(CAG) RNA repeat, TO-PRO-1 dye displacement fluorescence; inhibition, % at 3 µM; actives 1.3% (n = 370,000);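 active = inhibition above the plate cutoff, the mean of all test compounds on that plate plus 3 SD, cut at about 35% in these data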;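 also: 0% = DMSO alone and 100% = 100 µM mitoxantrone as full dye displacement; higher means more dye released from RNA so lower well fluorescence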
Rev-erbA mod: modulators of Rev-erb alpha DNA binding, primary screen, biochemical, FITC-DNA, fluorescence polarization, uHTS | Rev-erbα–FITC-DNA binding, 90 min | Nuclear receptor subfamily 1 group D member 1 (Homo sapiens), P20393 | actives 0.79% (n = 370,000) | AID 1259318, 2017 | activity, % at 10 µM;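 active = activity above about 14%, limit read from the data; passing the limit was not always enough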;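 also: 0% = DMSO wells with 35 nM protein and 100% = DMSO wells with 750 nM protein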
TCR CD3 inh: inhibitors of human TCR-CD3 interaction, primary screen, biochemical, fluorescence, TAMRA-labeled TCR probe | T-cell receptor (TCR) | inhibition, % at 9.4 µM | actives 0.37% (n = 360,000) | AID 651800, 2012; in the data active = inhibition above about 19%;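 also: recombinant mutant TCR 2C K166C tagged with TAMRA read by polarization; 0% = receptor in buffer alone and 100% = receptor with positive control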
MBD2 inh: inhibitors of MBD2 binding to methylated DNA, primary screen, biochemical, TR-FRET, DNA-binding domain, human; MBD2 binding to methylated oligonucleotide; inhibition, % at 4.4 µM; actives 0.31% (n = 370,000); in the data active = inhibition above about 13%
mABHD4 FP: ABHD4 inhibitors, primary screen, biochemical, fluorescence polarization, mouse. (Lyso)-N-acylphosphatidylethanolamine lipase (Mus musculus), Q8VD66. purified mABHD4, FP-Rh probe fluorescence polarization. inhibition, % at 8.92 µM. actives 0.54% (n = 370,000). AID 720543, 2013;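 active = inhibition exceeding the mean over every tested compound plus 3 SD, cut at about 30% in these data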;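 also: 0% = plate median of compound wells and 100% = S159A mutant with DMSO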
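system = mouse ABHD4 enzyme, wild type | medium = HEPES pH 7.0, NaCl, Pluronic buffer | also added = FP-Rh probe | incubation = Enzyme–compound pre-incubation 45 min, then probe 60 min, both 25 °C | technique = fluorescence polarization, excitation 525 nm, emission 598 nm, BODIPY TMR filters | controls = S159A mutant high control, sample median low control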
LEDGF integ inh: blockers of LEDGF/p75-dependent integrase strand transfer – biochemical, TR-FRET, high throughput, primary screen; TR-FRET IN-LEDGF/p75 DNA integration, Eu/Cy5; AID 743269, 2014; actives 0.64% (n = 370,000); HIV-1 integrase (with human LEDGF/p75); inhibition, % at 3.7 µM;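 active = inhibition above the screen-wide mean plus 3 SD, cut at about 13% in these data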;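 also: signal is the Cy5 over europium emission ratio at 671 and 618 nm; 0% = plate median of compound wells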
UHRF1 MBD2 ctr: UHRF1 methylated DNA binding inhibitors, primary screen, counter-screen for MBD2 inhibitor project, biochemical, TR-FRET, human UHRF1, single concentration. E3 ubiquitin-protein ligase UHRF1 (Homo sapiens), Q96T88. UHRF1 binding to methylated oligo. inhibition, % at 4.4 µM. actives 0.75% (n = 370,000). AID 687016, 2013; in the data active = inhibition above about 21%;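 also: UHRF1 SRA domain binding a hemimethylated CpG hairpin DNA probe; 0% = median of test compound wells and 100% = reference inhibitor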
Target sequence (Q96T88 whole entry, looked up, the tested form may be a part): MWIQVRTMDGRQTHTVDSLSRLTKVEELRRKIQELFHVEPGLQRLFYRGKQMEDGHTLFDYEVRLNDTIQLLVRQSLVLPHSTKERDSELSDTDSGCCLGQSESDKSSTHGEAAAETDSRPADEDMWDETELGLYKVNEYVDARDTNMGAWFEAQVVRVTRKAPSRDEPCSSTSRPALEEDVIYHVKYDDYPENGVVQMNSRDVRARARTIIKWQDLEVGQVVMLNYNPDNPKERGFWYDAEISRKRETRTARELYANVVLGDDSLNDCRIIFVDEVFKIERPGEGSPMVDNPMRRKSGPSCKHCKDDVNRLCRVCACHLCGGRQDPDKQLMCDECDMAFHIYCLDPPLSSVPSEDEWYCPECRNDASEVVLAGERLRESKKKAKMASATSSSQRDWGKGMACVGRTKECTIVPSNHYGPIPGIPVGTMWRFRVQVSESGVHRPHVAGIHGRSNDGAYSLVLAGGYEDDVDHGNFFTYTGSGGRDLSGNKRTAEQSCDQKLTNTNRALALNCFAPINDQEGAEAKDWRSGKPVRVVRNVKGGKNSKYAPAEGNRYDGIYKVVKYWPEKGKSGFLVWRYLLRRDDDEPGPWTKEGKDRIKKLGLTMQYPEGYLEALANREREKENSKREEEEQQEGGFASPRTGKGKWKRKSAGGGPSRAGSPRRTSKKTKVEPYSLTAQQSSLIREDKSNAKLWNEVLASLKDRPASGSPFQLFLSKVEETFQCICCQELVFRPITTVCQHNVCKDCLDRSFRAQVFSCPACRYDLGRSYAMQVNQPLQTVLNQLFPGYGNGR
The depositor's hits bear a star; . = not tested or not shown.

SMILES	HTRA1 inh	PG9 binder	PRMT1 inh	rCAG RNA binder	Rev-erbA mod	TCR CD3 inh	MBD2 inh	mABHD4 FP	LEDGF integ inh	UHRF1 MBD2 ctr
COC(=O)[C@@H]1C[C@@]2(O)[C@H](O)[C@H](O)[C@H](O)C[C@H]2N1CC(c1ccccc1)c1ccccc1	3	-0.7	-1	-4	-4	3	0	-5	3	1
CCN(CC(=O)Nc1ccc2c(c1)OCCO2)C(=O)/C=C/c1ccc([N+](=O)[O-])cc1	-3	-1.4	1	1	1	1	-7	3	6	-1
Cc1nc2nc(-c3ccc(F)cc3)cn2nc1C	8	-0.2	-2	-1	-3	-1	1	0	1	-5
COc1ccccc1NS(=O)(=O)c1cc(NC(=O)C2CCC2)ccc1N1CCCCC1	-10	2.4	36*	2	1	-5	2	-12	-2	3
Cc1ccccc1CN1CCCCC(NC(=O)c2ccccc2C)C1=O (stereo unspecified)	.	.	-8	-1	-6	.	1	1	2	-3
Clc1ccc(-c2csc(N/N=C/c3ccc4c(c3)OCO4)n2)cc1	4	-0.8	9	15	-2	-1	3	7	0	-5
COC(=O)c1cc(OC)c(OC)cc1NC(=S)N1CCCC(CO)C1 (stereo unspecified)	4	1.3	-1	-2	-3	-1	1	3	-5	-2
Cc1cc(C)cc(NC(=O)O[C@@H]2CC[C@@]34CCCN3C(=O)CCC[C@H]4C2)c1	.	.	-6	.	-3	.	-3	2	0	0
COC(=O)c1cc(Nc2cc(C)c3ccc(O)cc3n2)cc(C(=O)OC)c1	-56	2.7	-1	7	7	-1	3	-9	2	-2
CCN(Cc1ccccc1)S(=O)(=O)c1cc(C(=O)NC(C)C2CC3CCC2C3)ccc1OC (stereo unspecified)	-32	-2.0	2	6	-1	0	0	-16	0	-3
COc1cc(OC)c(/C=C2\C(=O)Nc3ccccc32)c(OC)c1	.	-3.4	2	2	10	-3	-1	6	-7	-3
C=C(C)Cn1c(N2CC(C)CC(C)C2)nc2c1c(=O)[nH]c(=O)n2C (stereo unspecified)	-5	1.4	-3	5	-2	3	-2	5	2	2
Oc1ccc(-c2n[nH]c(=S)n2-c2ccc3c(c2)OCCO3)cc1	4	-0.7	1	4	-1	-2	-4	2	-3	-1
COc1ccc(C(C(=O)N(C)C2CCCC2)N(Cc2ccc(F)cc2)C(=O)c2csc(-c3ccccc3)n2)cc1OC (stereo unspecified)	.	.	2	7	12	.	4	-1	-3	-1
CCOCCn1c(CN2CCN(c3cccc(Cl)c3)CC2)nc2c1c(=O)n(C)c(=O)n2C	1	-0.5	2	0	1	7	0	-1	0	1

Reformatted with two lines to a compound: entries from further up
The line under a structure holds: HTRA1 inh, PG9 binder, PRMT1 inh, rCAG RNA binder, Rev-erbA mod, TCR CD3 inh, MBD2 inh, mABHD4 FP, LEDGF integ inh, UHRF1 MBD2 ctr
COC(=O)c1cc(OC)c(OC)cc1NC(=S)N1CCCC(CO)C1 (stereo unspecified)
→ 4, 1.3, -1, -2, -3, -1, 1, 3, -5, -2
COc1ccc(C(C(=O)N(C)C2CCCC2)N(Cc2ccc(F)cc2)C(=O)c2csc(-c3ccccc3)n2)cc1OC (stereo unspecified)
→ ., ., 2, 7, 12, ., 4, -1, -3, -1

Quoted from the listing:
CCN(CC(=O)Nc1ccc2c(c1)OCCO2)C(=O)/C=C/c1ccc([N+](=O)[O-])cc1 – TCR CD3 inh: 1
CCN(Cc1ccccc1)S(=O)(=O)c1cc(C(=O)NC(C)C2CC3CCC2C3)ccc1OC (stereo unspecified) – HTRA1 inh: -32

Later entries.
SMILES	HTRA1 inh	PG9 binder	PRMT1 inh	rCAG RNA binder	Rev-erbA mod	TCR CD3 inh	MBD2 inh	mABHD4 FP	LEDGF integ inh	UHRF1 MBD2 ctr
CC(C(=O)O)n1cnc2sc3c(c2c1=O)CCCC3 (stereo unspecified)	-2	-1.8	0	-2	0	2	1	1	1	5
CC(C)Nc1nc(Nc2ccc(Cl)cc2F)c2sccc2n1	.	-1.3	4	1	-5	1	0	11	-4	0
N#C/C(=C\c1ccccc1O)C(=O)Nc1cccnc1	8	-2.2	-11	-1	-1	-2	-6	-6	3	-5
CCC(=O)Nc1nnc(C)s1	3	0.8	-1	5	4	-2	-1	-12	-1	4
COCc1cc(C)nc(SCC(=O)Nc2ccc3c(c2)n(C)c(=O)n3C)c1C#N	4	-0.1	2	-3	1	1	4	11	2	1
COc1ccc(N2C(=O)CC(Sc3nnc(-c4ccccc4F)n3C)C2=O)cc1 (stereo unspecified)	2	-1.0	36*	2	-3	3	0	-3	1	-1
CCOC(=O)c1cc(-c2ccc(OC)cc2)nn1-c1ccccc1C(=O)O	3	0.6	1	8	0	-9	-2	-2	6	5
CCCN(CCC)C(=O)c1cc2c(=O)[nH]c3ccc(C)cc3c2s1	-26	1.0	8	3	2	-1	2	2	-7	1
Cc1ccc(NC(=O)C2CCN(S(=O)(=O)c3ccc4c(c3)CC(C)N4C(=O)C3CCC3)CC2)nc1 (stereo unspecified)	-10	1.8	-1	-2	-2	4	-3	-1	-1	0
CCN(C(=O)CN1CCN(C)CC1)c1cccc2ccccc12	1	0.4	-2	-1	0	8	1	14	4	0
Cc1ccccc1C1=NC(C(F)(F)F)(C(F)(F)F)c2c(n(C)c(=O)n(C)c2=O)N1	-8	0.1	-2	1	-1	0	-1	-3	2	4
Cc1nc(NC(=O)c2cc3c(s2)CCCCC3)sc1C(=O)N(C)C	0	-0.2	-1	-4	3	7	-5	0	-1	0
Cc1cc(C(=O)N2CCC2(C)C(=O)NCc2cccc3ccccc23)nn1C (stereo unspecified)	.	2.7	2	2	-2	-2	-2	-3	-1	0
Clc1nc(Cl)nc(N(c2ccccc2)c2ccccc2)n1	-2	-0.3	0	4	4	-3	-2	4	1	2
COc1ccc(OC)c(C2C3=C(CC(C)(C)CC3=O)Nc3nnnn32)c1 (stereo unspecified)	-2	0.9	1	1	2	-4	0	3	-4	-1
O=C(CSc1nc2ccccc2o1)N1CCCC1	1	3.1	0	0	7	-7	-6	1	0	-1
COc1ccc(C(=O)NC2CCN(S(=O)(=O)c3ccc(F)cc3)CC2)cc1	6	0.7	4	-4	-6	0	3	2	0	2
O=[N+]([O-])c1cnccc1NC1CCCCC1	7	-0.4	2	3	0	-3	3	0	-6	1
CC1CCCCN1C(=O)CN1C(=O)CSc2ccc(S(=O)(=O)N3CCOCC3)cc21 (stereo unspecified)	3	3.6	3	1	-1	1	0	-3	0	-2
Cc1cccc(N2C(S)=C(C#N)C(=O)NC2c2ccco2)c1 (stereo unspecified)	0	2.4	6	11	-4	-2	-1	-2	1	-5
CC1(C)OC(=O)C2=C(CC(CCc3ccccc3)OC2c2cccc(C(F)(F)F)c2)O1 (stereo unspecified)	.	2.1	-3	2	-3	3	1	-3	2	-1
CC(C)c1ccc(NC(=O)CSc2ncccc2C(=O)Oc2cccc([N+](=O)[O-])c2)cc1	-18	-3.0	-2	5	-7	2	-10	-6	3	-3
COc1ccc(CNC(=O)CNC(=O)c2ccc(Br)o2)cc1OC	5	-0.5	5	-3	-1	-2	-4	2	-6	4
O=C(COc1ccccc1)OCC(=O)c1c[nH]c2ccccc12	-16	1.1	0	5	-9	-1	0	-6	0	-3
CNNC(=S)NCCC1=CCCCC1	7	-0.7	1	-6	-3	-1	4	-5	1	3
O=C(c1cccc(C(F)(F)F)c1)N1CCCC1	10	1.7	2	-1	3	-9	9	-8	4	5
CC(NC(=O)COC(=O)c1cccnc1Cl)C12CC3CC(CC(C3)C1)C2 (stereo unspecified)	12	-0.2	-2	0	0	-4	0	-7	1	-2
O=c1[nH]c(=O)n(CCCc2ccccc2)cc1-c1ccccc1	4	1.4	7	2	-5	-4	3	-12	3	7
c1ccc(C(c2nnnn2C2CCCC2)N2CCN(c3ccccc3)CC2)cc1 (stereo unspecified)	4	-0.9	-3	-3	2	5	0	3	-4	-3
CCCCCCCCSc1n[nH]c(N)n1	-7	-1.6	-1	1	6	-1	-4	-3	4	-3

Profiles as entered above.
CCCCCCCCSc1n[nH]c(N)n1 reads HTRA1 inh = -7; PG9 binder = -1.6; PRMT1 inh = -1; rCAG RNA binder = 1; Rev-erbA mod = 6; TCR CD3 inh = -1; MBD2 inh = -4; mABHD4 FP = -3; LEDGF integ inh = 4; UHRF1 MBD2 ctr = -3
CC1(C)OC(=O)C2=C(CC(CCc3ccccc3)OC2c2cccc(C(F)(F)F)c2)O1 (stereo unspecified) reads HTRA1 inh = .; PG9 binder = 2.1; PRMT1 inh = -3; rCAG RNA binder = 2; Rev-erbA mod = -3; TCR CD3 inh = 3; MBD2 inh = 1; mABHD4 FP = -3; LEDGF integ inh = 2; UHRF1 MBD2 ctr = -1

Assay outcomes (PubChem BioAssay)

Some of the compounds tested; rates above refer to the full screens.
